Compound activity from PubChem.
PTHR1 agonist – qHTS for PTHR1 Agonists: Primary Screen; Parathyroid hormone/parathyroid hormone-related peptide receptor (Homo sapiens), Q03431; HEK293 GP2 PTHR1 cells, GloSensor cAMP luminescence, 1 h; Potency, µM (titrated, usually from 115 µM), without a hit: top-dose activation, actives largely listed as activators; 410,000 compounds, 0.075% hits; AID 743266, 2014; also: potency is read from the fitted curve at half-maximal effect; nearly all actives have a fitted effect of over 55% in size; some results filed as inactive show a strong effect at the top dose; inactives centre near -15; many of its hits are not listed in these tables
Target sequence (Q03431 whole entry, looked up): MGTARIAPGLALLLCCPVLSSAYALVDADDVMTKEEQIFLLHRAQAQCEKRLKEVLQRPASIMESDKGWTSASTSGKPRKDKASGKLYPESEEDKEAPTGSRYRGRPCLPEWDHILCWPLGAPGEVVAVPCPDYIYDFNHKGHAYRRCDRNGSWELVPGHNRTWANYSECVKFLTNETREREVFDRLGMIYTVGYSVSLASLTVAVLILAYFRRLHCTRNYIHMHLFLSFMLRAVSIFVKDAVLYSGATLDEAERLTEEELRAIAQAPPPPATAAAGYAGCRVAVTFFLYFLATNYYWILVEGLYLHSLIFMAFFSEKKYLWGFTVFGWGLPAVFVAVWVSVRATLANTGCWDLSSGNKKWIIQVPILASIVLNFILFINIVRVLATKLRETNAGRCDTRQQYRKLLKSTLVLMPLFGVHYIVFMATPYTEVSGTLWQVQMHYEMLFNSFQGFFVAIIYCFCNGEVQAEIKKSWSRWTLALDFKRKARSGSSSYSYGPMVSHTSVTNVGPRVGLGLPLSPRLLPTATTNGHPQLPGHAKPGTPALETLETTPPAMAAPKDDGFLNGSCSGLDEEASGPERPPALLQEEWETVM
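HEK-293-derived GP2 cells expressing PTHR1 and a GloSensor cAMP reporter, 3,000/well, plated overnight, given luciferin plus IBMX (each 0.5 mM as added) for 1 h at 37 °C, then compound for 1 h at 37 °C. Luminescence was read after 15 min at room temperature.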
MmCpn inh – Inhibitors of TCP-1 ring complex (TRiC) of Methanococcus maripaludis (MmCpn): qHTS. Potency, µM (top dose mostly 76.9 µM), for the others: at the top dose activity, negative = inhibition, actives largely listed as inhibitors. 330,000 compounds, 0.031% hits. purified Mm-Cpn ATPase, ADP Transcreener TR-FRET. AID 504842, 2011; also: potency is read from the fitted curve at half-maximal effect; % is scaled to controls: 0 for no effect and ±100 for the full control effect; nearly all actives have a fitted effect of over 80% in size
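Compound-treated chaperonin, 25 nM final, turns over 10 uM ATP at 37°C for 30 min following a 10 min preincubation; ADP generated competes with ADP-d2 for Eu-cryptate antibody, lowering FRET.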
EPAC2 agonist – qHTS for Agonist of cAMP-regulated guanine nucleotide exchange factor 4 (EPAC2): primary screen | Potency, µM (titrated, usually from 154 µM), for inactives: at the highest dose activation, hits mostly activators | 360,000 compounds, 0.079% hits | EPAC2 activation, biochemical qHTS; response scale: 100% = 6.5 mM cAMP response | Rap guanine nucleotide exchange factor 4 (Homo sapiens), Q8WZA2; also: potency is read from the fitted curve at half-maximal effect; nearly all actives have a fitted effect of over 50% in size
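EPAC2 (100 nM) mixed with Rap1B loaded with BODIPY-GDP (250 nM) plus 50 uM unlabeled GDP; compounds pinned in, 5 min RT, then read every 5 min for 30 min (ex 480, em 540 nm). Normalized to cAMP control.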
D3 antag – qHTS of D3 Dopamine Receptor Antagonist: qHTS; D3R cells, DiscoveRx beta-arrestin luminescence, antagonist mode; hits give low values; 360,000 compounds, 2.5% hits; max response, negative = inhibition, %; in the data active = max response below about -50%; inconclusive = no clear call, values can overlap the other calls; also: % is scaled to controls: 0 for no effect and ±100 for the full control effect; mostly tested at two doses, the higher about 12 µM
Target sequence (P35462 whole entry, looked up): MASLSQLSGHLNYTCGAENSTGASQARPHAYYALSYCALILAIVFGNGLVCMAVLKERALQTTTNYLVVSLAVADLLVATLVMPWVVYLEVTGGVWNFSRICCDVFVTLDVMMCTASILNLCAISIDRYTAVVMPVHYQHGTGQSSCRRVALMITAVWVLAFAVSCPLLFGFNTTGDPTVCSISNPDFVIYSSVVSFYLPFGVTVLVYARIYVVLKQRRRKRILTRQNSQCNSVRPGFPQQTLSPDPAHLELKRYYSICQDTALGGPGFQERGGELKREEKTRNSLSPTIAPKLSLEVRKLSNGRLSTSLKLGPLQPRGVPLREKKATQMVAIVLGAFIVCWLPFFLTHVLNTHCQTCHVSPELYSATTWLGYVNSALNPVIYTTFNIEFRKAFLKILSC
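Cells plated overnight at 1500 cells/well, then exposed to library compounds with dopamine controls for 90 minutes at 37 degrees C. DiscoveRx reagent added for 30–60 minutes at room temperature; luminescence read, quantitative HTS format.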
D3 ag – qHTS of D3 Dopamine Receptor Agonist: qHTS | D3R DiscoveRx beta-arrestin cells, luminescence, 90 min | 410,000 compounds, 0.58% hits | max activation, %; in the data active = max activation above about 30%; also: 0% is about no effect; mostly tested at two doses, the higher about 12 µM
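Agonist-mode cell screen: cells plated at 1500/well and incubated overnight at 37 °C, then exposed to library compounds for 90 min at 37 °C. Detection reagent was added for 30–60 min at room temperature, and luminescence was read.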
pAkt inh – HTS Assay for Inhibitors of Akt Phophorylation: Primary Screen | Neuro2A IGF-stimulated pAkt S473 HTRF, 20 min; hits give low values | activity change, % for hits at 50 µM | 360,000 compounds, 0.32% hits | AID 651550, 2012; in the data active = activity change below about -80%; inconclusive = mostly about -51% to -80%; also: % is scaled to controls: 0 for no effect and ±100 for the full control effect
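Single-point screen (50 µM final compound) in Neuro2A cells stimulated 20 min with 6 nM IGF at 37 deg C. After lysis, Ser473-phosphorylated Akt read by HTRF (ex 330 nm, em 615/665 nm) as the 665/615 ratio.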
EPAC2 antagonist – qHTS for Antagonist of cAMP-regulated guanine nucleotide exchange factor 2 (EPAC2): primary screen. Rap guanine nucleotide exchange factor 4 (Homo sapiens), Q8WZA2. EPAC2 GEF exchange of Rap1B-BODIPY-GDP, fluorescence. Potency, µM (series often up to 114 µM), for inactives: at the top dose activity, negative = inhibition, most hits filed as inhibitors. 360,000 compounds, 0.18% hits. AID 720708, 2013; also: potency is read from the fitted curve at half-maximal effect; % is scaled to controls: 0 for no effect and ±100 for the full control effect; nearly all actives have a fitted effect of over 45% in size; many of its hits are not listed in these tables
CCT chaperon mod – High-Throughput Screening for Modulators of Cytosolic Chaperonin Activity | purified chaperonin ATPase assay, HTRF ADP detection, 30 min | activity change, % (concentration not given with the values), hits read low | 360,000 compounds, 0.3% hits | AID 651819, 2012; in the data active = activity change below about -30%; also: % is scaled to controls: 0 for no effect and ±100 for the full control effect
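We incubate TRiC, 40 or 20 nM final, with library compounds at 76 uM and 10 uM ATP for 30 min at 37 °C. ADP formed is detected with Transcreener HTRF reagents after 30 min at room temperature.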
* hit, by the source's call; i = inactive; ? = inconclusive; · = no result given; & = joins results of further samples; [ ] = another dose, or the depositor's remark. Unless noted, calls follow the shape of the dose curve; as a rule, active = well fitted curve in the direction sought with a large enough effect; inconclusive = small, poorly fitted or top-dose-only effect, or another doubt; inactive = no such curve, though single readings can be large; an effect the other way counts as inactive or inconclusive.

The line under a structure holds: PTHR1 agonist | MmCpn inh | EPAC2 agonist | D3 antag | D3 ag | pAkt inh | EPAC2 antagonist | CCT chaperon mod
Cc1ccc(N2CC(C(N)=O)CC2=O)cc1C (centres undefined)
→ -18% | -3% | 0% | 15 | 1 | i | 3% | -1.3
Cc1cc([N+](=O)[O-])cc(/C=N/n2c(C)nc3ccccc3c2=O)c1O
→ -9% | 1% | 7% | -19 | 1 | i | -3% | 0.4
CCOc1ccc(CCNC(=O)COC(=O)Cn2nc(C)c([N+](=O)[O-])c2C)cc1OCC
→ i | 2% | 7% | -16 | -5 | i | 21% | 3.1
CCNC(=O)C1(C)CCN(C(=O)c2ccc(-c3ccccc3)cc2)C1 (centres undefined)
→ -24% | · | 6% | -12 | -3 | i | -8% | -1.6
CCS(=O)(=O)c1ccc2oc(Nc3ccc(OC)cc3)nc2c1
→ i | -4% | -2% | 7 | 7 | i | 12% | -1.3
CCOC(=O)C1=CN(Cc2cccc(Br)c2)S(=O)(=O)N(C)C1C (centres undefined)
→ -22% | 2% | 8% | 1 | -9 | i | -22% | -0.3
CCN(C(=O)c1cccs1)c1nc(-c2ccc(OC)cc2)cs1
→ -4% | -3% | 14% | 15 | 15 | i | 12% | -3.8
O=C(CSc1nnc2ccc(-c3cccnc3)nn12)Nc1ccc(F)cc1
→ -29% | -2% | 5% | 8 | 4 | i | 15% | 1.8
CC(=O)Nc1cc(-c2cccc(C(=O)N(C)C)c2)cn2c(-c3ccc(C(C)=O)cc3)cnc12
→ i | · | 12% | 84 | 23 | i | -1% | -1.2
O=C(O)c1cccc(-n2nc(-c3ccc(Cl)c([N+](=O)[O-])c3)c3ccccc3c2=O)c1
→ -14% | 0% | 6% | 12 | 6 | i | -7% | 0.7
O=C(CSc1nc2ncc(Cl)cc2[nH]1)N(Cc1ccccc1)C1CCS(=O)(=O)C1 (centres undefined)
→ i | 4% | -3% | 47 | -1 | i | 2% | 2.2
Cc1nn(Cc2ccccc2)c(C)c1NC(=O)CCCn1nc(C)c([N+](=O)[O-])c1C
→ -5% | -1% | -3% | -6 | -1 | i | -18% | 3.8
CC(Sc1ccc2c(c1)OCCO2)C(=O)Nc1ccc2c(c1)OCO2 (centres undefined)
→ -26% | 1% | 15% | 4 | -5 | i | 8% | -4.7
CCOC(=O)N1CCN(c2ccc(N3C(=O)CCCC3=O)cc2[N+](=O)[O-])CC1
→ i | -1% | 9% | 2 | -6 | i | 0% | -13
CCOC(=O)C1=C(CC)Nc2ccccc2N/C1=N\S(=O)(=O)c1ccc2ccccc2c1
→ i | 2% | 1% | -21 | -10 | i | 1% | -0.6
Cc1nc(SCC(=O)CC(=O)OC(C)C)c(C#N)c(C)c1C
→ i | -3% | 12% | 18 | -1 | i | 8% | 0.7
Cc1c(C(=O)OCC(=O)N2CC(C)OC(C)C2)oc2ccc(Br)cc12 (centres undefined)
→ -43%[inhibitor] | -4% | -20% | 16 | 1 | i | 9% | 0.8
Cc1ccccc1-c1cnc2c(c1)C(=O)N([C@@H](C)CO)C[C@@H](C)[C@H](CN(C)Cc1ccccc1F)O2
→ -19% | · | 3% | 22 | 4 | i | -26% | -5.8
Cc1nn(C)cc1CN(C)C(=O)CC12CC3CC(CC(C3)C1)C2
→ -41%[inhibitor] | -1% | -1% | 10 | 3 | i | 10% | -1.5
Cc1cccc(N2CCN(C(=O)n3ccnc3)CC2)c1C
→ -5% | 0% | -3% | -7 | 3 | i | -4% | -0.6

Single records (already shown). Values in the order: PTHR1 agonist	MmCpn inh	EPAC2 agonist	D3 antag	D3 ag	pAkt inh	EPAC2 antagonist	CCT chaperon mod
Cc1c(C(=O)OCC(=O)N2CC(C)OC(C)C2)oc2ccc(Br)cc12 (centres undefined) as listed: -43%[inhibitor]	-4%	-20%	16	1	i	9%	0.8
O=C(CSc1nc2ncc(Cl)cc2[nH]1)N(Cc1ccccc1)C1CCS(=O)(=O)C1 (centres undefined) as listed: i	4%	-3%	47	-1	i	2%	2.2
Cc1cccc(N2CCN(C(=O)n3ccnc3)CC2)c1C as listed: -5%	0%	-3%	-7	3	i	-4%	-0.6

Other records
The line under a structure holds: PTHR1 agonist | MmCpn inh | EPAC2 agonist | D3 antag | D3 ag | pAkt inh | EPAC2 antagonist | CCT chaperon mod
COC(=O)CSc1nnc(CNC(=O)c2cccs2)n1-c1cccc(C)c1
→ i | -1% | 1% | -6 | -1 | i | 6% | 2.3
CC(=O)c1ccc(-c2nc3ccccc3n2C)o1
→ -8%[57.5 µM] | -11% | 1% | 7 | 0 | i | 0% | -1.0
Cc1cccc(N2CCN(C(=O)c3ccc(NC4=NC5CS(=O)(=O)CC5S4)cc3)CC2C)c1 (centres undefined)
→ -5% | 0% | 6% | 12 | 0 | i | -2% | -7.3
O=C(O)CCn1ccc2cc(S(=O)(=O)N3CCCCCC3)ccc21
→ -6%&-22% | 3% | 9% | -25 | -5&-19 | i | -5% | -2.0
CCOC(=O)C1CCCN(CC(=O)Nc2c(C(=O)OC)[nH]c3ccc(Br)cc23)C1 (centres undefined)
→ -12%[57.5 µM] | -30% | 15%[15.6 µM] | -51* | -15 | · | -21% | 1.2
Cc1nc(Nc2ccc(S(=O)(=O)N3CCCC3)cc2)c2nnn(Cc3ccccc3)c2n1
→ -18% | -1% | 2% | -69* | -21 | i | -27% | -1.8
COc1ccccc1NS(=O)(=O)c1ccccc1C#N
→ -4%[57.5 µM] | 1% | 6% | 16 | 2 | i | 0% | 1.8
COc1ccc(OC)c(-c2csc(NC(=O)Cc3ccc(OC)c(OC)c3)n2)c1
→ -31%[inhibitor] | -13% | 6% | 28 | 7 | i | -6% | 1.3
CC1CN(C(=O)Cn2cc(SCC(=O)N3CCOCC3)c3ccccc32)CC(C)O1 (centres undefined)
→ i | -3% | 6% | 8 | 5 | i | 3% | -0.8
CS(=O)(=O)c1ccc(Cl)c(NC(=O)CCl)c1
→ -37%[inhibitor] | 0% | 12% | 0 | 0 | i | -7% | -2.3

Ordered by count of non-hydrogen atoms (highest first): 3 of the compounds above
The line under a structure holds: PTHR1 agonist | MmCpn inh | EPAC2 agonist | D3 antag | D3 ag | pAkt inh | EPAC2 antagonist | CCT chaperon mod
Cc1cccc(N2CCN(C(=O)c3ccc(NC4=NC5CS(=O)(=O)CC5S4)cc3)CC2C)c1 (centres undefined)
→ -5% | 0% | 6% | 12 | 0 | i | -2% | -7.3
CC1CN(C(=O)Cn2cc(SCC(=O)N3CCOCC3)c3ccccc32)CC(C)O1 (centres undefined)
→ i | -3% | 6% | 8 | 5 | i | 3% | -0.8
CS(=O)(=O)c1ccc(Cl)c(NC(=O)CCl)c1
→ -37%[inhibitor] | 0% | 12% | 0 | 0 | i | -7% | -2.3

Next part
The line under a structure holds: PTHR1 agonist | MmCpn inh | EPAC2 agonist | D3 antag | D3 ag | pAkt inh | EPAC2 antagonist | CCT chaperon mod
CCc1cc(/C(Cc2ccccn2)=N\Nc2ccccc2)c(O)cc1O
→ -38%[inhibitor] | 1% | 14% | -1 | -2 | i | -15% | 1.9
CCc1nc2c(OCC(=O)c3ccc(F)cc3)cccn2c1N(C)C(=O)C(C)C
→ -33% | · | 4% | 14 | 3 | i | -3% | 0.7
O=C(/C=C/c1cccs1)c1cc(Cl)ccc1O
→ -39%[inhibitor] | -7% | 18% | 3 | -5 | i | -7% | -3.1
CC1CC(C)(C)NC(=S)N1CCCC(=O)Nc1ccc2c(c1)OCCO2 (centres undefined)
→ i | 4% | 2% | -25 | -8 | i | 19% | 4.7
C=CCn1c(-c2cccs2)nc2ccccc21
→ -9% | -5% | -3% | 0 | -18 | i | -8% | -1.7
O=C(CSc1nnc(CNC(=O)c2c(F)cccc2Cl)o1)NCc1ccccc1
→ -58%[inhibitor] | ? | 7% | 6 | 3 | i | 9% | -1.5
COc1ccc(S(=O)(=O)CCc2nc3ccccc3s2)cc1
→ -2%[57.5 µM] | 1% | -5% | 8 | 2 | i | 4% | 0.7
CN(C)C(CNC(=O)CCOc1ccccc1)c1ccco1 (centres undefined)
→ -4% | -1% | 4% | 18 | 4 | i | -1% | 0.6
NN/C(=C\[N+](=O)[O-])Nc1ccc(Cl)cc1
→ i | -1% | 3% | 11 | 3 | i | -6% | 2.7
COc1ccc(CNC(=O)c2c(O)c3ccccc3n(C)c2=O)cc1OC
→ -19%[57.5 µM] | -3% | 3% | 0 | 2 | ? | -2% | 1.2
O=C(NCc1ccc(Cl)cc1)N1CCN(Cc2ccccc2)CC1
→ -39%[inhibitor] | 0% | 1% | -3 | -2 | i | -5% | -6.3
Cc1cc(C)cc(C(=O)NCC(=O)OCc2nc(N)nc(Nc3ccccc3C)n2)c1
→ i | 4% | 3% | 10 | 2 | i | -6% | 2.5
CC(NC(=S)Nc1cccc(F)c1)C(c1cccs1)N1CCOCC1 (centres undefined)
→ -1% | 0% | -2% | 8 | 6 | i | -7% | 0.7
CC(=O)c1c(C)[nH]c(C(=O)OCc2nc3ccsc3c(=O)[nH]2)c1C
→ i | -5% | 6% | 5 | -12 | i | 17% | 1.2
Cc1n[nH]c(=O)n(N=Cc2cccs2)c1=O
→ i | · | 8% | 0 | 2 | i | 0% | -0.3
CSc1ccc(NC(=O)N2CCN(c3nc4ccccc4s3)CC2)cc1
→ -19%[57.5 µM] | 0% | -3% | -15 | -18 | i | -1% | -4.3
CC(C)CCn1cnc2c(oc3nc4c(cc32)CCCC4)c1=O
→ -30% | 1% | -1% | -16 | -12 | i | -1% | 1.2
C/C(=N\Nc1ccc(Cl)c(C(=O)O)c1)c1cccc2ccccc12
→ -2% | 0% | 11% | -12 | -10 | i | 11% | 1.9
CCN(CC)C(=O)c1ccccc1NS(=O)(=O)c1cccs1
→ -17% | 0% | -2% | -2 | 3 | i | 9% | -4.7
CNC(=O)C1CC(=O)N(CCc2ccc(C)cc2)C1 (centres undefined)
→ i | 2% | 5% | 18 | -6 | i | 20% | 0.6
COc1ccc(NCC(=O)Nc2cc(S(=O)(=O)N3CCOCC3)ccc2N2CCOCC2)c(OC)c1
→ -18% | 1% | 4% | 18 | 4 | i | -2% | -1.5

An excerpt, so the mix of outcomes need not match the whole.
